# Source: PubChem BioAssay
# AID2073 – inhibitors of Mint1-CaV2.2 protein interaction, biochemical, HTRF (AID 2073) | one-dose inhibition, % at 20 µM; IC50 in µM for titrated hits | 0.19% of 290,000 active | HTRF protein-protein interaction, Mint1-CaV2.2; higher % means a stronger effect; in the data active = inhibition mostly above about 51%, no sharp cut-off; inconclusive = no clear call, values can overlap the other calls; inactive = mostly below about 53%; also: some results filed as inactive read as strong as hits
# Rac1 GTP hydrolysis – MgcRacGAP GTPase-activating activity inhibitors, confirmation, biochemical, ADP Hunter fluorescence; inhibition, % at 30 µM; hits with a dose series show IC50 in µM; MgcRacGAP-stimulated Rac1 GTP hydrolysis, ADP Hunter fluorescence; higher % means a stronger effect; GST-tagged Rac1 F28L mutant substrate; AID 624330; 0.6% of 340,000 active;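 active = first-screen hits whose inhibition reached a set limit at any dose in the follow-up dose series; inconclusive = inhibition above the set first-screen limit but never retested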;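 also: fluorescence reports GDP produced by GAP-driven GTP hydrolysis; strong numbers were not always called active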
# SV40 large T antigen – TAg ATPase/helicase activity blockers – biochemical (AID 1903) | SV40 large T antigen ATPase/helicase inhibition assay; higher % means a stronger effect | inhibition, % at 20 µM, or IC50 in µM where a hit was titrated | 0.39% of 310,000 active; in the data active = a potency from the dose series; inconclusive = inhibition mostly from about 32% at the one dose, without a potency; inactive = the rest, 99 in 100 with inhibition below about 32%; also: strong numbers were not always called active
# NTR1 ag – NTR1-driven beta-arrestin-GFP spot formation – imaging, U2OS cells, high content, primary screen (AID 493036) | activation, % at 20 µM | agonist mode | P30989 | 0.17% of 330,000 active;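 active = activation at or above 40% of the spot to cytoplasm intensity ratio, with at least 20 cells analyzed; inconclusive = wells under 20 cells, flagged as cytotoxic or low count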;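 also: 0% = DMSO without peptide and 100% = 100 nM NTR1 peptide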
# Target sequence (P30989 whole entry, looked up): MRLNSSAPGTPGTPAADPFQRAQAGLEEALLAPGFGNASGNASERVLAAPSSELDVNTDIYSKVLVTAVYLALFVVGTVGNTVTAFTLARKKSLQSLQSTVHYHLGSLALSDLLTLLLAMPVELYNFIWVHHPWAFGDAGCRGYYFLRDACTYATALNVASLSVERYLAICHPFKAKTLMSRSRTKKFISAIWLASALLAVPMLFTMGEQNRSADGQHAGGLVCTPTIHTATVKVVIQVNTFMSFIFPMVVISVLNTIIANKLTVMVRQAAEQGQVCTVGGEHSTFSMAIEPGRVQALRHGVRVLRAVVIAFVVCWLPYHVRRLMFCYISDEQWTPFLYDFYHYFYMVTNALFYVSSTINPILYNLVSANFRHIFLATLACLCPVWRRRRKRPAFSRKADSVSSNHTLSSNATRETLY
# RSV antiviral HEp-2 – RSV antiviral activity via CPE protection, HEp-2 cells, primary 10 µM value included (AID 2391); 0.13% of 310,000 active; CPE inhibition, % at 10 µM, or IC50 in µM where a hit was titrated; HEp-2 cells, RSV-induced CPE inhibition; higher % means a stronger effect; in the data active = a potency from the dose series; inconclusive = CPE inhibition mostly from about 23% at the one dose, without a potency; inactive = the rest, 99 in 100 with CPE inhibition below about 21%; also: strong numbers were not always called active
# UTI89 phage lysis – protection from phage-mediated lysis, alamar blue read-out – E. coli UTI89, K1F phage, bacterial capsule biogenesis inhibitors (AID 488966); E. coli UTI89 K1F phage lysis, alamar blue, 2 h; higher % means a stronger effect; 0.02% of 340,000 active; one-dose inhibition, % at 100 µM; IC50 in µM for titrated hits;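 active = phage lysis inhibition, versus mean bacterial control, above a set limit; inconclusive = no clear call, values can overlap the other calls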;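 also: capsule biogenesis inhibitors block K1F phage lysis so surviving cells raise fluorescence; higher fluorescence means more inhibition of phage lysis; actives were called in the ten point dose series up to 300 µM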
# SIAH1 antagonists – blockers of Siah-1 interaction with plectin peptide – biochemical, fluorescence polarization, rhodamine-plectin, uHTS, primary screen (AID 1817); one-dose displacement, % at 20 µM; IC50 in µM for titrated hits; 0.02% of 290,000 active; Siah-1 / rhodamine-plectin peptide fluorescence polarization; higher % means a stronger effect;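 active = displacement of at least 50% at 20 µM, with a fluorescence ratio check between 0.3 and a set limit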;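 also: plate controls were Siah plus tracer with DMSO for no effect and tracer alone without Siah for full effect; strong numbers were not always called active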
# NS5 inhibitors – Dengue-2 NS5 methyltransferase inhibitors, primary screen, biochemical, confirmation dose response (AID 588689); Dengue-2 NS5 methyltransferase capping enzyme assay, biochemical; higher % means a stronger effect; inhibition, % at 25 µM; hits with a dose series show IC50 in µM; 0.3% of 340,000 active; in the data active = a potency from the dose series; inconclusive = inhibition above about 29% without an active follow-up result
# West Nile antiviral – inhibition of WNV-induced cytopathic effect – cell-based, CPE readout (AID 1621) | one-dose CPE inhibition, % at 10 µM; IC50 in µM for titrated hits | 0.02% of 290,000 active | West Nile virus-infected cells, CPE inhibition; higher % means a stronger effect; in the data active = a potency from the dose series; inconclusive = CPE inhibition mostly from about 3.7% at the one dose, without a potency; inactive = the rest, 99 in 100 with CPE inhibition below about 2.2%; also: strong numbers were not always called active
# NTR1 ag cell count 20 µM – also measured in NTR1 ag; calls as there; cell count; measured here: cell count, cytotoxicity flag
# NS5 inhibitors pilot replicate – second read-out of NS5 inhibitors, no call of its own (marks repeat the call); inhibition, %; measured here: pilot screen replicate inhibition
# * hit, by the source's call; i = inactive; u = inconclusive; x = no result given; [ ] = remark or other dose.
SMILES,AID2073,Rac1 GTP hydrolysis,SV40 large T antigen,NTR1 ag,NTR1 ag cell count 20 µM,RSV antiviral HEp-2,UTI89 phage lysis,SIAH1 antagonists,NS5 inhibitors,West Nile antiviral,others
COc1cc(C2C(C(=O)c3ccc(C)o3)=C(O)C(=O)N2Cc2cccnc2)ccc1O (stereo not drawn),8.4%,17.1%,18.1%,-2.1,37,0.4%,0.8%,6.4%,-5.0%,0.1%,
Cc1ccc(OCC(=O)NCCNC(=O)COc2ccc(C)cc2)cc1,-8.0%,0.8%,-1.8%,0.1,49,6.0%,-0.6%,2.7%,-5.8%,-0.6%,
CCOC(=O)c1c(C)oc2c1c(C=NCCC(=O)O)c(O)c1ccccc12,16.2%,6.3%,1.3%,0.5,49,-0.5%,-3.7%,15.5%,9.3%,0.0%,
Cc1cc(C)nc(N/N=C/c2cn[nH]c2-c2ccc(F)cc2)n1,2.2%,5.0%,4.4%,-0.7,59,0.1%,1.0%,-2.4%,2.3%,0.1%,
CC(C)(C)NC(=O)C1N(c2cccnc2)C(=O)C2C(C(=O)Nc3ccccc3)C3(C)C=CC21O3 (stereo not drawn),u,3.7%,0.5%,-1.8,74,0.9%,1.1%,2.4%,-8.9%,0.4%,
CCC(=O)c1ccc(OCC(=O)OCC(=O)NC2CCCCCC2)cc1,x,2.8%,5.5%,-1.2,56,0.2%,0.7%[50 µM],x,1.4%,x,
N#C/C(=C\c1cccc(O)c1)c1nc2ccccc2o1,22.4%,6.8%,5.6%,2.5,52,-1.1%,1.0%[50 µM],3.1%,-11.4%,0.1%,
Cc1ccc(NC(=O)CSc2nc3ccccc3c(=O)n2CCCN2CCCCC2)cc1Cl,44.3%,4.3%,2.2%,23.0,67,-4.7%,0.0%,-1.3%,-4.6%,-1.0%,
O=C(C[C@H]1C[C@H](C(=O)N2CCOCC2)[C@@]2(CCC3CCCC3)c3[nH]c4cc(-c5ccco5)ccc4c3CCN2C1=O)NCCN1CCOCC1,x,6.3%,x,2.7,62,x,-0.3%,x,-5.3%,x,NS5 inhibitors pilot replicate=-1.2
O=S(=O)(c1ccc(OCC(O)CN2CCN(c3ccccc3Cl)CC2)cc1)N1CCOCC1 (stereo not drawn),-3.6%,-4.6%,21.6%,3.2,54,-0.2%,-0.7%,-1.1%,-2.4%,0.1%,
O=c1[nH]c2ccccc2cc1CN(CC1CCCO1)S(=O)(=O)c1ccccc1 (stereo not drawn),-3.6%,4.7%,2.6%,0.2,49,1.5%,0.1%,3.3%,-8.2%,0.3%,
O=C(CN1CCS(=O)(=O)CC1)NNC(=O)C1CCCCC1,0.8%,-3.1%,5.2%,-0.8,66,0.3%,2.1%,-4.2%,-7.4%,-0.1%,
Cc1ccc(C(=O)COC(=O)C2C3C=CC(C3)C2C(=O)OCC(=O)c2ccc(C)c(C)c2)cc1C (stereo not drawn),4.9%,1.4%,-2.6%,-0.5,50,u,5.0%,0.9%,3.3%,-0.6%,
Cc1cc(NS(=O)(=O)c2ccc(NC(=O)c3cc4c(=O)n5ccccc5nc4s3)cc2)nc(C)n1,27.7%,12.1%,10.9%,x,x,x,-0.1%,38.5%,-5.4%,0.8%,
CCc1ccc(CN(C)CC(=O)Nc2ccccc2[N+](=O)[O-])cc1,1.7%,-4.2%,5.9%,7.8,61,1.9%,8.0%,-1.9%,6.5%,0.4%,
CNC(=O)C1CC(=O)N(CCc2ccc(OC)cc2)C(=Nc2ccc(OC)cc2)S1 (stereo not drawn),5.0%,1.9%,11.1%,-1.7,94,0.3%,0.1%,6.7%,-0.8%,0.5%,
CC1CCCN(S(=O)(=O)c2ccc(S(=O)(=O)N3CCCN(Cc4ccccc4)C3)cc2)C1 (stereo not drawn),2.6%,9.9%,x,x,x,x,2.8%,0.6%,-13.7%,0.4%,
COc1ccc(CCNC(=O)COc2ccc(N(C)S(=O)(=O)c3ccc(C)cc3)cc2)cc1OC,-3.3%,13.8%,-0.7%,0.1,68,10.7%,-0.1%,9.0%,0.8%,-1.9%,
Cc1ccc(S(=O)(=O)NNC(=O)Nc2ccc([N+](=O)[O-])cc2)c(C)c1,2.8%,8.6%,7.9%,-0.9,56,0.8%,-0.1%,-1.8%,-0.7%,-0.2%,
COCCCNS(=O)(=O)c1ccc(Cl)c(C(F)(F)F)c1,1.9%,0.6%,8.7%,-0.5,38,-1.6%,0.1%,-3.2%,-11.5%,-0.3%,
COCCn1nnnc1C(C(C)C)N(Cc1cccnc1)Cc1cc2cc(OC)ccc2[nH]c1=O (stereo not drawn),23.8%,0.9%,10.8%,-0.4,52,1.4%,0.0%,-0.2%,2.7%,0.0%,
Cc1nnc(SCC(=O)NC(C)(C)C)n1C1CCCCC1,5.5%,2.9%,9.6%,0.0,83,0.1%,1.6%,-0.1%,-2.5%,0.4%,
COC(=O)[C@@H]1C[C@@]2(O)[C@H](O)[C@H](O)[C@H](O)C[C@H]2N1Cc1cccc2ccccc12,8.3%,6.5%,2.2%,-3.1,96,0.1%,0.3%,-5.8%,-3.1%,0.0%,
Cc1ccc(-n2nc3c(=O)n(CC(=O)NC4CCCCC4)nc(C)c3c2C)cc1,8.3%,8.0%,7.8%,0.7,62,9.4%,0.2%,2.3%,-0.9%,-0.4%,
COc1cccc(-n2c(Cc3cc(=O)[nH]c(=O)[nH]3)nnc2SCc2cccnc2)c1,-3.2%,2.9%,10.8%,-1.9,63,0.1%,-1.4%,-0.8%,8.2%,0.3%,
COc1ccc(CC(NC(C)=O)C(=O)NC2CCN(c3c4c(nc5ncnn35)CCC4)CC2)cc1OC (stereo not drawn),4.6%,x,9.2%,-0.1,55,0.3%,x,-4.8%,x,1.2%,
COc1ccc(CC(=O)N(Cc2ccccc2)c2ccccc2)cc1S(=O)(=O)N1CCOCC1,13.2%,8.1%,-1.4%,0.0,56,-0.9%,-0.1%,-7.6%,-10.7%,0.6%,
CCCSC1=N/C(=C\C=C\c2ccco2)C(=O)S1,15.8%,45.4%,73.0%,1.6,57,3.4%,0.1%,13.9%,37.5%,0.1%,
NCCCCCc1nnc(SCC(=O)Nc2cccc(Cl)c2)o1,-12.0%,-4.9%,-2.0%,0.6,59,3.0%,5.4%,3.2%,-3.2%,-0.3%,
COc1ccc(N=C2SCC(=O)N2c2ccc(OC)cc2)cc1,1.7%,-0.3%,13.7%,1.0,44,1.6%,2.6%,1.0%,-2.7%,x,
CCOCC(=O)Nc1cc(C(=O)OC)cc(C(=O)OC)c1,1.0%,2.9%,2.6%,2.0,91,0.1%,0.2%,6.2%,-4.5%,0.2%,
COC(=O)c1ccc(SCC(=O)NC2CCCC2)c([N+](=O)[O-])c1,-1.3%,1.2%,1.6%,1.3,77,0.8%,1.5%,7.5%,-6.2%,0.0%,
C=CCOc1ccccc1CN1CCC(n2nccc2NC(=O)c2ccccc2)CC1,-7.7%,5.9%,11.2%,0.1,56,-0.9%,0.2%,0.3%,3.5%,-0.6%,
Cc1ccc(-c2nnc(SCC(=O)NCC3CCCO3)n2C)cc1 (stereo not drawn),5.3%,18.1%,16.6%,0.3,39,0.3%,0.2%,-0.5%,8.6%,0.0%,
Cn1c(SCC(=O)N2CCOCC2)nc(O)cc1=O,-3.3%,14.1%,9.6%,-0.5,44,-0.1%,0.1%,-0.7%,2.1%,-0.2%,
C#CCN(CC=C)C(=O)c1ccc2nc(C3CCCCC3)oc2c1,7.7%,-0.1%,26.8%,1.0,67,21.7%,0.7%,2.3%,-0.8%,-1.5%,
O=C(Nc1ccc(OC(F)(F)F)cc1)C1CC(=O)N(Cc2ccco2)C1 (stereo not drawn),x,2.0%,x,1.3,56,-0.5%,0.5%[50 µM],x,-6.7%,x,
CCCNC(=O)C1CNc2ccccc2O1 (stereo not drawn),7.4%,11.7%,18.8%,-1.1,35,1.7%,1.5%,1.8%,5.4%,0.2%,
C/C=C(\C)C(=O)N[C@@H](C)CN1C2=NC[C@H](C(C)C)N2C[C@H]1Cc1ccc(OC)cc1,21.4%,4.3%,x,-0.3,48,x,1.7%,10.7%,-9.8%,0.0%,
O=C(N/N=C/C(Cl)=C/c1ccccc1)c1ccccn1,-3.9%,2.2%,4.6%,-0.2,58,-0.7%,1.4%,4.5%,-0.7%,-0.9%,
Cc1onc(-c2c(Cl)cccc2Cl)c1C(=O)NNc1ccccc1,-29.3%,-6.1%,5.1%,-0.3,47,-0.8%,-1.1%,-1.0%,-2.3%,-0.8%,
Nc1ccc(N2CCOCC2)c(Cl)c1,-16.3%,38.2µM*,31.9%,4.0,52,0.5%,1.5%,-1.6%,-8.1%,0.2%,
CN(Cc1ccccc1)S(=O)(=O)c1cccc2cccnc12,-0.7%,-3.7%,1.2%,-1.5,81,-0.2%,-0.4%,-5.3%,1.4%,0.3%,NS5 inhibitors pilot replicate=-3.9
O=C(COc1ccccc1)Nc1nnc(-c2ccco2)o1,0.9%,1.6%,9.0%,2.6,56,-0.2%,i,1.7%,-3.0%,0.1%,
Cc1ccc(O)c(Cn2nnc3ccccc32)c1,x,7.4%,16.8%,-4.9,96,0.9%,-1.3%,x,-6.3%,x,
Cc1c(NC(=O)C(C)OC(=O)COc2cccc3c2OC(C)(C)C3)c(=O)n(-c2ccccc2)n1C (stereo not drawn),-1.3%,6.8%,1.4%,-1.0,84,1.3%,0.7%,-2.9%,3.2%,0.0%,
Cc1onc(-c2ccccc2Cl)c1C(=O)NCC(=O)O,0.3%,5.3%,15.9%,0.8,93,2.4%,1.0%,2.7%,-7.2%,0.3%,
O=C(COC(=O)/C=C/c1cccs1)Nc1ccc(F)cc1,x,0.0%,x,-1.0,81,1.6%,2.3%[50 µM],x,-2.6%,x,
CCCCC(=O)Nc1cccc(NC(=O)c2ccc(Br)cc2)c1,34.9%,7.4%,3.8%,0.2,56,0.8%,2.5%,1.6%,0.8%,-0.2%,
CN(C)/C=C(\C#N)C(N)=C(C#N)C#N,4.1%,x,-3.4%,1.9,50,-2.0%,x,-1.0%,x,0.1%,
O=C(CCCOc1ccccc1)Nc1cccc(C(=O)O)c1,5.1%,12.9%,-1.6%,-1.0,52,1.0%,0.0%,1.8%,2.0%,0.4%,
Cc1cc(C(=O)N/N=C/C=C/c2ccc3c(c2)OCO3)n[nH]1,-4.4%,7.7%,-7.1%,0.5,56,2.0%,2.1%,-1.5%,0.0%,-0.1%,
O=C(COC(=O)/C=C/c1cccs1)Nc1nc(-c2cccc(Br)c2)cs1,6.4%,14.2%,3.2%,2.5,60,7.9%,0.0%,-1.3%,-4.6%,0.0%,
COCCNC(=O)Nc1ccc2c(c1)N(C)C(=O)CS2,-4.7%,2.7%,4.1%,0.1,56,-0.2%,1.9%,2.7%,-0.3%,0.5%,
